Screening data: PubChem, several laboratories
Mcl1-Bid inh = Mcl-1/Bid interaction inhibition. Q07820. TR-FRET Mcl-1/Bid-Dy647 peptide binding, 1536-well. inhibition, % at 21.7 µM. actives 0.97% (n = 220,000). AID 1021;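 active = compounds that cut the binding signal by more than half at the single screening dose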;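 note: His-tagged Mcl-1 with europium anti-His antibody binding Bid BH3 peptide; 0% = Mcl-1 plus peptide wells and 100% = peptide-only wells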
Bim-Bcl-W = human Bim-Bcl-W interaction inhibition. Q92843. bead-based flow cytometry, Bim peptide-Bcl-W binding. inhibition, % at 10 µM. actives 0.02% (n = 190,000). AID 952;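 note: 0% = bound tracer without compound and 100% = peptide blocker; higher means less fluorescent Bim peptide bound to Bcl-W beads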
RGS7-Gao reg = modulates binding of RGS7 to human Galphao. P09471. Multiplexed bead flow cytometry; actives lie on both sides. binding response (% of control), % at 10 µM. actives 0.35% (n = 220,000). AID 1439; in the data active = binding response below about 49% or above about 150%; inconclusive = no clear call, values can overlap the other calls; inactive = in between;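 note: fluorescent Galphao held in activated GDP-AlF4 state binding bead-coupled RGS7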
Target sequence (P09471 whole entry, looked up): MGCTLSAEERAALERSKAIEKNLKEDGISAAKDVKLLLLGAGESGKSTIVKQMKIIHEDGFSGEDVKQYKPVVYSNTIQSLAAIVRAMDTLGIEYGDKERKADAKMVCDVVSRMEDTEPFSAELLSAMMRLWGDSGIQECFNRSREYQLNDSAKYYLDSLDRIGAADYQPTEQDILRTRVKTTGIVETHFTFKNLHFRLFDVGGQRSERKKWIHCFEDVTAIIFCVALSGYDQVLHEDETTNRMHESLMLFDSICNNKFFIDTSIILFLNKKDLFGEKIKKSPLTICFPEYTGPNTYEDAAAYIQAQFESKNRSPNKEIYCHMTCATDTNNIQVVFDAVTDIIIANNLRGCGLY
RGS4-Gao reg = human RGS4-Galphao interaction regulation | binding response (% of control), % at 10 µM | actives 0.33% (n = 220,000) | AID 1415 | Multiplexed bead flow cytometry, RGS4-Galphao binding; actives lie on both sides | P09471; in the data active = binding response below about 49% or above about 150%; inactive = in between;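 note: fluorescent Galphao activated with aluminum fluoride binding bead-coupled RGS4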
Bcl-XL Bim block = disrupts Bim peptide binding to human Bcl-XL | Q07817 | actives 0.04% (n = 190,000) | AID 1007 | inhibition, % at 10 µM | bead flow cytometry, fluorescence
Mcl-1 Bim block = human Bim-Mcl-1 interaction inhibition; Bead-based flow cytometry, Bim peptide-Mcl-1 binding; Q07820; inhibition, % at 10 µM; actives 0.1% (n = 190,000);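 note: 0% = no compound tracer wells and 100% = peptide blocker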
Mcl1 Noxa PPI = disrupts binding of human Mcl-1 to Noxa peptide. AID 1022. inhibition, % at 21.7 µM. Q07820. actives 1.5% (n = 220,000). TR-FRET Mcl-1/Noxa peptide binding, 2 h;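 active = compounds that cut the protein-peptide binding signal by more than 50% relative to plate controls in a single-dose test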;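 note: His-tagged Mcl-1 with rhodamine Noxa BH3 peptide and terbium anti-His antibody; 0% = Mcl-1 plus Noxa peptide wells and 100% = peptide-only wells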
Bcl-B Bim block = human Bim-Bcl-B interaction inhibition; Q9HD36; bead-based flow cytometry, Bim peptide-Bcl-B binding; inhibition, % at 10 µM; actives 0.073% (n = 190,000); AID 951;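 note: 0% = tracer peptide without compound and 100% = reference inhibitor peptide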
Target sequence (Q9HD36 whole entry, looked up): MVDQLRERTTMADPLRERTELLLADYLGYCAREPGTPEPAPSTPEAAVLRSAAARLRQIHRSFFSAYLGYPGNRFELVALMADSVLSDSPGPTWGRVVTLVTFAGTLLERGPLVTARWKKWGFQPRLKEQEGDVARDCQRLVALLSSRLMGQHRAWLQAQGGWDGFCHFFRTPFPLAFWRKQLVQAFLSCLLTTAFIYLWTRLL
Bim-Bfl-1 = disrupts Bim binding to human Bfl-1; inhibition, % at 10 µM; Bead-based flow cytometry, Bim-Bfl-1 binding inhibition; actives 0.12% (n = 190,000); Q16548; AID 1008;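 note: 0% = wells without compound plus tracer and 100% = blocker peptide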
RGS8-Gao reg = regulators of human RGS8-Galphao interaction. multiplexed bead flow cytometry, RGS8-Galphao binding; actives lie on both sides. AID 1423. response (percent of control binding), % at 10 µM. actives 0.34% (n = 220,000); in the data active = response below about 60% or above about 140%; inactive = in between;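 note: Galphao activated as the GDP aluminium fluoride complex binding bead-coupled RGS8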
Bcl-2 Bim block = disrupts Bim peptide binding to human Bcl-2; P10415; Bead-based flow cytometry, Bim peptide-Bcl-2 binding; inhibition, % at 10 µM; actives 0.06% (n = 190,000); in the data active = inhibition above about 40%; inconclusive = no clear call, values can overlap the other calls;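 note: 0% = no compound wells with probe peptide and 100% = reference peptide inhibitor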
Target sequence (P10415 whole entry, looked up): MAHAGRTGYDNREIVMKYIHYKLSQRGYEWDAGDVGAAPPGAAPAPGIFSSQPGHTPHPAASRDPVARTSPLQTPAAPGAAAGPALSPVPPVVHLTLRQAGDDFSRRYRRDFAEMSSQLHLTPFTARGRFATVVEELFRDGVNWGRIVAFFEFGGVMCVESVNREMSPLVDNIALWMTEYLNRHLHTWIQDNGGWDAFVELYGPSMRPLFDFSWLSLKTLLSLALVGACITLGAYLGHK
* marks the source's active call; other numbers are inactive results; ? = inconclusive; / = no result given. Cut-off read from the data, not from the text of the source, unless noted: active = inhibition above about 40%.

SMILES	Mcl1-Bid inh	Bim-Bcl-W	RGS7-Gao reg	RGS4-Gao reg	Bcl-XL Bim block	Mcl-1 Bim block	Mcl1 Noxa PPI	Bcl-B Bim block	Bim-Bfl-1	RGS8-Gao reg	Bcl-2 Bim block
CCN(Cc1ccccc1)C(=O)c1ccc(CNS(=O)(=O)c2ccc(C)cc2)cc1	13	-3	100	103	-6	-5	13	-4	-2	103	-5
CCOc1cc(/C=N/O)ccc1OCC(=O)Nc1cccc(C)c1	16	-6	98	102	-3	-5	28	-6	-5	100	-4
COC(=O)c1ccc2nc(NC(=O)C(C)C)sc2c1	-2	-3	103	106	-4	-2	4	-9	-14	106	-4
CN(C)c1ccc(C(=S)Nc2ccccc2)cc1	-12	-1	101	99	-1	-2	19	0	0	104	0
CN(NC(=O)c1ccccc1F)c1nc(C(F)(F)F)nc2ccccc12	-12	-1	?	101	-2	0	3	-1	-5	101	-3
NS(=O)(=O)c1ccc(NCC2COc3ccccc3O2)c([N+](=O)[O-])c1 (centres undefined)	-10	0	101	103	-2	0	7	-6	-7	102	-3
CCC(C)(C)n1nnnc1C(c1ccccc1F)N1CCC(C(N)=O)CC1 (centres undefined)	-6	-1	99	100	-2	-2	-4	0	0	95	0
O=[N+]([O-])c1cc2c(cc1[N+](=O)[O-])OCCOCCOCCOCCO2	1	0	100	101	-2	0	2	-4	-4	102	0
Cc1ccc(C(O)P(=O)(OCc2ccccc2)c2ccc(N(C)C)cc2)cc1 (centres undefined)	-22	/	/	103	/	/	17	/	/	99	/
COC(=O)c1ccc(NC(=O)CCNS(=O)(=O)c2cccc3nonc23)cc1	-6	-2	102	103	-9	-5	-9	-8	-17	100	-13
CN(C)c1ccc(NC(=O)c2cccc(N3C(=O)CCC3=O)c2)cc1	-55	-3	102	111	0	0	64*	-6	1	97	0
CN(C)S(=O)(=O)N1CCN(c2ccc([N+](=O)[O-])c(NC3CC3)c2)CC1	-37	-1	94	97	-3	0	-11	-1	-4	97	-2
Cc1sc(-c2cccnc2)nc1OC(=O)C1CC1	-24	-1	93	97	-1	0	22	-8	-2	97	-3
Cc1ccc2c(c1)c1nnc(SCC(=O)Nc3cccc(Cl)c3C)nc1n2CC(=O)O	-3	3	98	95	6	5	12	7	7	99	2
CC(=O)c1cc(NC(=O)c2ccc(C)cc2)c(=O)oc1/C=C/N(C)C	-62	2	96	94	0	2	-13	-1	0	98	2
O=C(O)C1C2C=CC(C2)C1C(=O)NCCC1=CCCCC1 (centres undefined)	-22	-3	102	101	-1	-2	-14	-3	0	99	0
Cc1ccc(C)c(NC(=O)Cn2nc([N+](=O)[O-])c(Br)c2C)c1	-3	-5	89	91	-6	-5	10	-7	-1	86	-2
COc1ccc2[nH]c(=O)c(CN(C(C)=O)c3cccc(C)c3)cc2c1	12	-3	100	97	-3	-2	-3	0	0	102	-2
CSCC[C@H](NC(=O)NCc1cccs1)C(=O)O	1	0	104	103	-3	0	-6	-10	-17	103	-6
CCC1CCCCN1CCNC(=O)CNS(=O)(=O)c1ccc2nc(C)sc2c1 (centres undefined)	-15	0	102	99	-2	2	11	0	0	99	1
CN(C)S(=O)(=O)c1ccc(C(=O)OCC(=O)Nc2ccccc2OC(F)F)cc1	-32	-3	100	100	-4	-1	-3	-1	0	99	5
COc1cccc(NC(=O)CNC(C)CCC(C)C)c1 (centres undefined)	-20	0	98	102	-8	0	12	-9	-10	99	-10
COc1cc(-c2noc(-c3ccccc3C(=O)NCc3ccco3)n2)cc(OC)c1OC	-12	0	99	99	-4	0	-4	-4	-5	97	-3
Cc1nc2ccc(NC(=O)c3ccc(Cl)c([N+](=O)[O-])c3)cc2s1	18	-6	101	99	-7	-4	15	-7	-5	98	-6
O=C(OCc1csc(-c2ccccc2)n1)c1cccs1	-26	-5	84	90	-5	-7	39	-7	0	83	-10
COCCOC(=O)c1[nH]c2c(c1C)C(=O)CC(c1ccco1)C2 (centres undefined)	-2	-7	87	88	-9	-2	52*	-9	-6	96	-2
COc1ccccc1OCC(=O)NN=C(Cc1ccccc1)Cc1ccccc1	-19	-3	100	101	-8	-3	3	-6	-2	99	-2
N#Cc1c(N)nc2c(c1-c1ccc(F)cc1)CCC2	-17	/	?	91	/	/	6	/	/	97	/
Cn1ncc2c(NNC(=O)c3ccc(Cl)cc3Cl)ncnc21	-123	3	105	104	5	4	-55	5	9	97	5
CCOc1ccnc(OCC)c1Br	0	-1	106	103	-3	0	16	-1	1	102	2
CCC(=O)c1ccc(N2CCN(C(=O)c3ccccc3)CC2)c(F)c1	-8	-1	95	98	-2	1	0	2	1	106	0
Cc1oc2c(c1C(=O)N1CCOCC1)C(=O)c1ccccc1C2=O	-11	-1	101	100	-2	-1	-5	-7	-1	99	0
CSc1ccccc1NC(=S)N/N=C/c1cccn1Cc1cccc(C)c1	-57	-3	101	99	-1	-4	-81	-7	-7	99	-5
CC(=O)Nc1cccc(S(N)(=O)=O)c1C	9	/	?	82	/	/	9	/	/	94	/
CCOC(=O)c1cnc(SCC(=O)c2ccc(C)cc2)nc1N	1	4	100	104	4	3	7	1	7	99	14
O=C(Nc1c2c(nn1-c1ccc(F)cc1)CS(=O)C2)C12CC3CC(CC(C3)C1)C2 (centres undefined)	-8	-4	84	82	-12	-7	-12	-8	-19	89	-6
Cc1ccc(-n2c(SCC(=O)N/N=C/c3ccccc3OCC(=O)O)nc3ccccc3c2=O)cc1	-18	/	?	103	/	/	12	/	/	105	/
COc1ccc(N(CC(=O)NCc2ccc(Cl)cc2)S(=O)(=O)c2ccccc2[N+](=O)[O-])c(OC)c1	-2	-1	99	99	-3	-1	4	-8	-4	101	-9
CCCCOc1cccc(-c2cc(C(=O)NNC(=S)NCC)c3ccccc3n2)c1	-50	-1	115	119	-1	-1	-114	-12	-5	111	-8
COC(=O)c1ccc(NC(=O)CC2C(=O)N(c3ccc(C)cc3)C(=O)N2CC(C)C)cc1 (centres undefined)	18	2	100	101	-3	0	3	-8	-14	102	-8
COc1ccc(C2(CCN)CC(C)N(C)CC2C)cc1 (centres undefined)	-29	0	101	102	1	5	-12	0	-3	101	-2
S=c1[nH]nc(Nc2ccc(Cl)cc2)s1	-37	/	?	82	/	/	9	/	/	91	/
C#CCOCCOCCOCCNc1nc(N2CCN(C(=O)[C@H](CCC(=O)O)n3cc(C(N)Cc4ccc(O)cc4)nn3)CC2)nc(N2CCN(C(=O)[C@H](Cc3ccc(O)cc3)n3cc(C(N)CC(C)C)nn3)CC2)n1 (some centres undefined)	-9	/	?	84	/	/	18	/	/	94	/
O=C(Nc1ccc(Oc2cccnc2)cc1)c1ccccc1Cl	-2	-3	100	99	-1	-5	2	-6	-7	100	-3
COc1ccc(CCNC(=O)c2ccc(CS(=O)(=O)c3ccc(Br)cc3)o2)cc1OC	1	-3	92	95	-3	-3	1	-6	-13	100	-5
O=Cc1ccc(-c2ccc(F)cc2)o1	-26	-1	97	98	-6	0	9	0	-6	98	0
O=C(c1ccc(Cl)c(Cl)c1)N1CCC(=O)N(C(COCc2cccc(C(F)(F)F)c2)Cc2ccccc2)CC1 (centres undefined)	8	0	95	96	-1	-1	0	-5	5	91	0
Cc1ccc(S(=O)(=O)c2c(N)n(/N=C/c3ccco3)c3nc4ccccc4nc23)cc1	-5	-2	96	96	-7	-8	17	-5	-4	98	-8
COc1ccc(NC(=O)C2CCCN(c3nc(C)cc(C)n3)C2)cc1 (centres undefined)	-9	1	99	98	0	1	-1	-3	-6	101	0
CC1C(=O)NN=C1C(=O)N/N=C/c1cccs1 (centres undefined)	-46	-5	107	104	-1	0	-4	-5	-9	107	-6
COc1ccc(-n2cnnc2SCc2cnc(-c3ccccc3)s2)cc1	-51	0	104	101	-1	0	11	-13	0	99	-7

Of the compounds above, eight have fluorine:
SMILES	Mcl1-Bid inh	Bim-Bcl-W	RGS7-Gao reg	RGS4-Gao reg	Bcl-XL Bim block	Mcl-1 Bim block	Mcl1 Noxa PPI	Bcl-B Bim block	Bim-Bfl-1	RGS8-Gao reg	Bcl-2 Bim block
CN(NC(=O)c1ccccc1F)c1nc(C(F)(F)F)nc2ccccc12	-12	-1	?	101	-2	0	3	-1	-5	101	-3
CCC(C)(C)n1nnnc1C(c1ccccc1F)N1CCC(C(N)=O)CC1 (centres undefined)	-6	-1	99	100	-2	-2	-4	0	0	95	0
CN(C)S(=O)(=O)c1ccc(C(=O)OCC(=O)Nc2ccccc2OC(F)F)cc1	-32	-3	100	100	-4	-1	-3	-1	0	99	5
N#Cc1c(N)nc2c(c1-c1ccc(F)cc1)CCC2	-17	/	?	91	/	/	6	/	/	97	/
CCC(=O)c1ccc(N2CCN(C(=O)c3ccccc3)CC2)c(F)c1	-8	-1	95	98	-2	1	0	2	1	106	0
O=C(Nc1c2c(nn1-c1ccc(F)cc1)CS(=O)C2)C12CC3CC(CC(C3)C1)C2 (centres undefined)	-8	-4	84	82	-12	-7	-12	-8	-19	89	-6
O=Cc1ccc(-c2ccc(F)cc2)o1	-26	-1	97	98	-6	0	9	0	-6	98	0
O=C(c1ccc(Cl)c(Cl)c1)N1CCC(=O)N(C(COCc2cccc(C(F)(F)F)c2)Cc2ccccc2)CC1 (centres undefined)	8	0	95	96	-1	-1	0	-5	5	91	0
